Screens deposited in PubChem BioAssay by National Center for Advancing Translational Sciences (NCATS).
MCF10A rerep: induces DNA re-replication in MCF 10a normal breast cells | 350,000 tested, 2.9% active | Potency, µM (highest dose often 46.1 µM), inactives show at the highest dose activity, positive = re-replication, actives largely listed as activators | AID 624296 | MCF 10A DNA re-replication, Hoechst nuclear intensity, 48 h; note: potency is the fitted concentration of half-maximal effect; % of control where 0% means no effect; nearly all actives have a fitted effect of over 50% in size
Nrf2 block: inhibitors of Nrf2 signaling; 360,000 tested, 2.1% active; Potency, µM (titrated, usually from 46 µM), inactives show top-dose activity change, negative = inhibition, usual class: inhibitors; A549 ARE-Fluc reporter, luciferase luminescence, 18-24 h; note: potency is the fitted concentration of half-maximal effect; % is set by controls: 0 for no effect and ±100 for the full control effect; nearly all actives have a fitted effect of over 60% in size
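Quantitative HTS in A549 cells stably bearing an antioxidant response element-firefly luciferase construct. Inhibition of Nrf2-driven transcription was scored by luminescence after 18-24 h of compound exposure at 37 °C.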
ATXN2 expr inh: inhibitors of ATXN2 expression | 360,000 tested, 0.72% active | HEK-293 ATXN2-luciferase reporter, luminescence, 24 h | AID 1745845 | Potency, µM (highest dose often 57 µM), without a hit: top-dose activity change, negative = inhibition, actives largely listed as inhibitors; note: potency is the fitted concentration of half-maximal effect; % is set by controls: 0 for no effect and ±100 for the full control effect; nearly all actives have a fitted effect of over 55% in size
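ATXN2-luciferase reporter cells (luciferase flanked by upstream and downstream ATXN2 gene portions) were treated 24 h at 37 °C with compounds at up to 57 uM. SteadyGlo luminescence gave expression; GF-AFC fluorescence gave viability.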
HepG2 viability: counter-screen for TGF-b inhibitors: cytotoxicity in HepG2 cells | HepG2 CAGA-GFP viability, ATP luminescence, 18 h | Potency, µM (titrated, usually from 46.1 µM), without a hit: at the highest dose activity change, negative = cytotoxicity, usual class: cytotoxic | 410,000 tested, 0.76% active | AID 588856; note: potency is the fitted concentration of half-maximal effect; some results filed as inactive show a strong effect at the top dose
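HepG2 CAGA-GFP cells (1000/well, DMEM with 1% FBS) received compound, then TGF-beta at 500 pg/mL final, and were incubated 18 hours at 37 degrees C. Viability was read by CellTiter-Glo luminescence. Media-only wells were set as complete cell-killing and DMSO as no toxicity.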
TGFb inhibitor: blocks TGF-b signaling | HepG2 CAGA-GFP TGF-b/SMAD3 reporter, GFP fluorescence, 18 h; TGF-beta stimulated, 500 pg/mL final | Potency, µM (doses to about 46.1 µM), inactives show at the highest dose activity, negative = inhibition, usual class: inhibitors | 410,000 tested, 1.2% active; note: potency is the fitted concentration of half-maximal effect; % is set by controls: 0 for no effect and ±100 for the full control effect; nearly all actives have a fitted effect of over 65% in size
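Cell-based qHTS in HEPG2 carrying a CAGA-GFP Smad reporter; compounds added before 500 pg/mL final TGF-beta, 18 h incubation at 37 degrees C, GFP fluorescence quantified per cell by imaging cytometry.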
IL-1B inflam inh: blocks inflammasome-driven IL-1 beta release | THP-1 LPS/ATP IL-1B secretion, AlphaLISA, 16 h; hits give low values | activity change, % at 57.5 µM | 360,000 tested, 4.7% active; in the data active = activity change below about -50%; inconclusive = mostly about -30% to -49%; note: % is set by controls: 0 for no effect and ±100 for the full control effect
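THP-1 cells pretreated 1 hr with compounds (up to 57.5 uM final), then stimulated with LPS (250 ng/mL final) plus ATP (1.25 mM final); secreted IL-1B measured by AlphaLISA after 16 hr, decreased signal indicating inhibition.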
S2 tox: viability counter-screen for ATXN expression inhibitors; 400,000 tested, 0.49% active; S2 cells (HEK-293 line with an ATXN2-luciferase reporter) viability, CellTiter-Fluor protease fluorescence, 24 h; Potency, µM (top dose mostly 56.7 µM), actives largely listed as cytotoxic; note: potency is the fitted concentration of half-maximal effect; nearly all actives have a fitted effect of over 40% in size
A549 tox: kills or reduces viability of A549 cells in Nrf2 counter-screen. A549 ARE-Fluc cells, CellTiter-Fluor viability, 18-24 h. Potency, µM (doses to about 46 µM), for the others: top-dose activity change, negative = cytotoxicity, usual class: inhibitors. 390,000 tested, 0.16% active. AID 504648; note: potency is the fitted concentration of half-maximal effect; % is set by controls: 0 for no effect and ±100 for the full control effect
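A549 ARE_Fluc cells in 5% FBS OPTI-MEM were exposed to compounds in concentration-response for 18-24 h at 37 deg C. Viability was read by CellTiter-Fluor fluorescence (Ex 405/Em 525) after 30 min, before the luciferase read.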
Nrf2 ARE act: activates Nrf2 signaling; AREc32 ARE-luciferase reporter (MCF7-derived line), luminescence, 24 h; Potency, µM (series often up to 46.1 µM), for inactives: at the top dose activation, hits mostly activators; 410,000 tested, 0.31% active; note: potency is the fitted concentration of half-maximal effect; % of control where 0% means no effect; nearly all actives have a fitted effect of over 65% in size
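Reporter line AREc32 (ARE-Fluc), seeded overnight in OPTI-MEM with 5% FBS; compound pin-transferred, 24 hr at 37 deg C, 5% CO2; luminescent read-out.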
Numbers without * were called inactive; i = inactive; ? = inconclusive; . = not tested or not shown; [ ] = dose if it differs, or a comment. Unless noted, calls come from the whole dose curve; as a rule, active = well fitted curve in the direction sought with a large enough effect; inconclusive = small, poorly fitted or top-dose-only effect, or another doubt; inactive = no such curve, though single readings can be large; an effect the other way counts as inactive or inconclusive.

nr	smiles	MCF10A rerep	ATXN2 expr inh	S2 tox	A549 tox	HepG2 viability	TGFb inhibitor	IL-1B inflam inh	Nrf2 block	Nrf2 ARE act
1	O=C(COc1ccc(Cl)cc1Cl)NC(=O)c1ccccc1	0%	0%	i	-1%	-78%	-21%	-5	3%	0.6%
2	CCOc1ccc(NC(=O)CNS(=O)(=O)c2ccc(Br)s2)cc1	.	-13%	i	4%	-17%	-36%	.	-16%	-0.9%
3	CCOC(=O)NC(=O)COC(=O)c1ccc(Sc2ncn[nH]2)c([N+](=O)[O-])c1	-2%	1%	i	-5%	8%	-4%	20	1%	-0.9%
4	Cc1ccc2oc(=O)c3cnn(CC(=O)Nc4cc(-c5cccc(F)c5)no4)c3c2c1	12%	13%	i	-2%	-1%	0%	36	19%	0.4%
5	Cc1c(Cl)cccc1NC(=S)N1CCN(S(=O)(=O)c2cccs2)CC1	-1%	1%	i	-3%	-25%	-16%	18	-10%	-0.3%
6	COc1ccc(CCNC(=O)CCCn2nc(C)c3sc4ccccc4c3c2=O)cc1OC	.	.	.	?	-17%	?	.	?	0.2%
7	N#CCC(=O)Nc1ccc(C(=O)OCC(=O)N2CCN(C(=O)c3ccco3)CC2)cc1	-2%	8%	i	-13%	-10%	-2%	12	-6%	-0.2%
8	COc1ccc(-c2nc(C)ncc2-c2ccc(Cl)cc2)c(O)c1	6%	-15%	i	15%	-8%	-1%	-12	1%	0.1%
9	COC(=O)c1ccc(CN2C(=O)C(C)ON=C2c2ncccc2C)o1 (stereo unspecified)	.	8%	i	.	3%	-2%	42	.	0.3%
10	CN(CC(=O)Nc1cccc(F)c1)C(=O)/C=C/c1cc(Br)ccc1OC(F)F	6%	-9%	?	-15%	-4%	-28%	-29	?	10%
11	CC1CCCC2(C1)NC(=S)N(c1ccccc1)N2 (stereo unspecified)	15%	?	?	2%	5%	11%	-6	12%	2.0%
12	O=C(CC1C(=O)NCCN1CC(c1ccccc1)c1ccccc1)NCC1CCOCC1 (stereo unspecified)	4%	-1%	?	-3%	0%	-27%	i	0%	-0.3%
13	CC1=C(C(=O)Nc2ccc(Cl)cc2)C(c2ccc(C(F)(F)F)cc2)n2nnnc2N1 (stereo unspecified)	.	?	.	-4%	-111%	?	.	4%	-1.3%
14	COCCN1C(=O)c2[nH]nc(-c3ccccc3O)c2C1c1ccc(OCc2ccccc2)c(OC)c1 (stereo unspecified)	.	.	.	-12%	-73%	?	.	?	-3.9%
15	Cc1ccc(OCCC(=O)NNC(=O)c2ccccc2F)cc1	0%	9%	i	1%	0%	3%	11	3%	-0.4%
16	COc1ccc(-c2noc(CCC(=O)N3CCN(c4cccc(OC)c4)CC3)n2)cc1	?	0%	i	-8%	-24%	-5%	-18	?	4.4%
17	CCOC(=O)N1CCN(C(=O)c2cc3cc(C)ccc3[nH]2)CC1	0%	.	.	2%	-13%	-9%	1	-11%	0.4%
18	CC(=O)c1c(C)[nH]c(C(=O)OCC(=O)NCc2ccc(Cl)cc2)c1C	?	-37%	i	-14%	-30%	-26%	10	8.2µM*	5.6%
19	NC(=O)CSc1nc2cc([N+](=O)[O-])ccc2n1-c1cccc(C(F)(F)F)c1	4%	-8%	?	-3%	3%	9%	-3	-2%	0.8%
20	Cc1ccccc1NC(=O)c1sc2nc[nH]c(=O)c2c1C	-10%	-4%	i	-2%	11%	-26%	46	-14%	2.9%

Next part:
nr	smiles	MCF10A rerep	ATXN2 expr inh	S2 tox	A549 tox	HepG2 viability	TGFb inhibitor	IL-1B inflam inh	Nrf2 block	Nrf2 ARE act
21	CSc1ccc(CN(C)C(=O)C(Cc2ccccc2)NC(=O)c2ccccc2)cc1 (stereo unspecified)	11%	-13%	i	-6%	1%	-6%	8	-10%	-1.0%
22	N#Cc1c(Cl)cccc1N1CCCC1	-1%	-33%	i	?	42%	1%	-11	-5%	-0.6%
23	CCOC(=O)CSc1nc(-c2ccc(F)cc2)cc(C(F)(F)F)c1C#N	.	7%	i	-4%	-11%	-2%	.	9%	16%
24	O=C(O)CSc1nnc(-c2ccccc2O)n1Cc1ccccc1	0%	1%	i	3%	7%	-2%	-2	?	-0.4%
25	O=C(CC1(O)C(=O)Nc2ccccc21)c1ccccc1 (stereo unspecified)	6%	-5%	i	5%	-21%	7%	-18	14%	6.6%
26	COc1ccc(-c2noc(CCC(=O)NC3CCN(Cc4ccccc4)CC3)n2)cc1	?	-9%	i	2%	-23%	-3%	-30	-10%	1.0%
27	O=C(c1cccs1)N1CCN(Cc2ccccn2)CC1	-15%	10%	i	-3%	-26%	?	0	4%	-0.4%
28	O=C(Nc1ccccc1-c1ccccc1)c1cnccn1	3%	24%	i	2%	-3%	-22%	0	5%	0.4%
29	Cc1ccc(S(=O)(=O)NC(C(=O)N2CCN(S(=O)(=O)c3cccc(F)c3)CC2)C(C)C)cc1 (stereo unspecified)	1%	-1%	i	-2%	-11%	-12%	-2	-1%	-0.4%
30	CC(=O)N1c2ccccc2C(=O)C1N1CCN(c2cc(Cl)ccc2C)CC1 (stereo unspecified)	.	.	.	11%	-39%	0%	.	-11%	7.5%
31	O=c1ccn(C2CCCO2)c(=O)[nH]1 (stereo unspecified)	-4%	-18%	i	-8%	-18%	-7%	-1	4%	-0.2%
32	O=C(Nc1cccc2ccccc12)C1CCN(C(=O)NCc2ccccc2)CC1	4%	-1%	i	0%	3%	-1%	-5	-6%	2.1%
33	CC1CCCCC12NC(=O)N(CC(=O)OCC(=O)NCc1ccc(F)cc1)C2=O (stereo unspecified)	-11%	-7%	i	2%	-4%	-2%	28	5%	-0.3%
34	C/C(=N\NC(=O)Cn1nc(C)c(Br)c1C)c1cccs1	-1%	-11%	i	0%	0%	-9%	-9	-16%	-0.1%
35	CCCC(=O)N1CCCC1(C)C(=O)NCc1ccc(F)cc1Cl (stereo unspecified)	.	7%	i	.	-7%	1%	-7	.	-0.9%
36	CCn1c(=S)[nH]c2cc(Cl)ccc21	-3%	-19%	i	12%	102%	5%	13	-11%	2.2%
37	Cc1cc(Cl)ccc1OCC(=O)N(Cc1ccc(N(C)C)cc1)CC1CCCO1 (stereo unspecified)	.	.	.	?	-30%	?	.	?	0.9%
38	C/C(=N\NC(=O)c1ccn[nH]1)c1cn(C)nc1C	3%	-10%	i	7%	-17%	-9%	-6	?	0.0%
39	CSc1nc2ccc(NS(=O)(=O)c3cccc(Cl)c3Cl)cc2s1	?	4%	i	-2%	7%	?	?	-12%	0.5%
40	CCC1CCCCN1S(=O)(=O)c1ccc(C(=O)Nc2sc3c(c2C(N)=O)CCC3)cc1 (stereo unspecified)	.	4%	i	-8%	-10%	-9%	.	.	0.3%

Sorted by value in IL-1B inflam inh (ascending): three of the compounds above.
no.	Compound	IL-1B inflam inh
26	COc1ccc(-c2noc(CCC(=O)NC3CCN(Cc4ccccc4)CC3)n2)cc1	-30
29	Cc1ccc(S(=O)(=O)NC(C(=O)N2CCN(S(=O)(=O)c3cccc(F)c3)CC2)C(C)C)cc1 (stereo unspecified)	-2
27	O=C(c1cccs1)N1CCN(Cc2ccccn2)CC1	0

Other compounds follow.
nr	smiles	MCF10A rerep	ATXN2 expr inh	S2 tox	A549 tox	HepG2 viability	TGFb inhibitor	IL-1B inflam inh	Nrf2 block	Nrf2 ARE act
41	CCOC(=O)C1=C(O)/C(=C/c2ccc(OCC(=O)O)c(OCC)c2)SC1=Nc1ccc(C)cc1	3%	1%	i	-10%	0%	16%	5	-7%	-0.4%[9.22 µM]
42	Cc1cccc(-n2ccnc2SCC(=O)Nc2nccs2)c1	9%	13%	i	0%	5%	-23%	6	.	4.4%
43	O=C(c1ccco1)N1CCN=C1SCc1ccccc1F	-5%	3%	i	11%	0%	7%	?	-5%	4.4%
44	CCc1nnc(NC(=O)CCC(=O)NCc2ccc(OC)cc2)s1	2%	-8%	i	-3%	6%	27%	15	-3%	-0.2%
45	Cc1ccc(C(=O)Nc2ccc(S(=O)(=O)N3CCCC3)cc2)o1	-1%	2%	i	-10%	5%	0%	-3	-4%	-0.4%
46	C/C(=N\N1CCN(Cc2ccccc2)CC1)c1ccco1	-4%	37%	i	8%	6%	-7%	15	?	-0.2%
47	Cc1cccc(CNc2ccc(C(CC(N)=O)NC(=O)c3cccc(Br)c3)cc2[N+](=O)[O-])c1 (stereo unspecified)	1%	4%	i	-1%	-8%	-14%	-4	4%	-0.8%
48	Cc1cc(/C=N\NC(=O)CC(=O)NC2CCCCC2)c(C)n1-c1ccc(Cl)c(Cl)c1	30%	?	i	?	-37%	?	0	.	1.8%
49	CC(C)(C)c1nnc2sc(SCC(O)=C(C#N)c3nc4ccccc4[nH]3)nn2c1=O	-7%	1%	i	-2%	8%	2%	20	?	5.2%
50	O=C(O)CC1NC(=S)N(Cc2ccccc2)C1=O (stereo unspecified)	.	.	?	.	-9%	3%	4	.	6.7%
51	CC(=O)Nc1ccc(S(=O)(=O)N2CCN(C(=O)c3ncoc3-c3cccc(F)c3)CC2)cc1	2%	-14%	i	14%	-6%	-17%	-4	-17%	-0.5%
52	CN(C)C(=O)CN1CCN(c2nc3nonc3nc2N2CCCCC2)CC1	-24%	-15%	i	-1%	-15%	4%	-17	1%	-0.5%
53	OC(Cc1cccc(C=NN2CCOCC2)n1)(C(F)(F)F)C(F)(F)F	.	.	i	.	-24%	-27%	-7	.	1.7%
54	O=C(c1nnc(-c2ccc(Cl)cc2)o1)C1CCCC1	0%	45%[activator]	i	0%	-4%	1%	-7	?	3.0%
